# Screens: PubChem BioAssay, National Center for Advancing Translational Sciences (NCATS)
# SNCA expr inh: inhibitors of alpha-synuclein (SNCA) gene expression; HEK-293 SNCA-luciferase knock-in, luminescence, 24 h; Potency, µM (series often up to 57.2 µM), for the others: at the highest dose activity change, negative = inhibition, most hits filed as inhibitors; 140,000 compounds, 0.17% hits; AID 1671194;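 note: potency is the fitted concentration of half-maximal effect; plate controls were DMSO cells for no effect and cell-free wells for full effect; nearly all actives have a fitted effect of over 45% in size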
# NIH3T3 tox: cytotoxic compounds in NIH 3T3 cells; Potency, µM (highest dose often 96.7 µM), for the others: top-dose activity change, negative = cytotoxicity, hits mostly inhibitors; AID 1345082; 94,000 compounds, 4.3% hits; NIH 3T3 viability, CellTiter-Glo ATP luminescence, 48-72 h; note: potency is the fitted concentration of half-maximal effect; nearly all actives have a fitted effect of over 55% in size
#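 Cytotoxicity is measured as loss of cellular ATP: NIH 3T3 cells (400/well) are exposed to compound for 48 or 72 hr at 37 °C, then CellTiter-Glo luminescence is imaged after 10 min at room temperature.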
# HEK293 viab: reduces viability of HEK-293 SNCA reporter cells | AID 1671193 | HEK-293-SNCA-luc viability, GF-AFC fluorescence, 24 h | 150,000 compounds, 0.12% hits | Potency, µM (highest dose often 57.1 µM), for inactives: top-dose activity change, negative = cytotoxicity, actives largely listed as cytotoxic;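 note: potency is the fitted concentration of half-maximal effect; 0% = DMSO-treated cells and -100% = medium-only wells without cells; nearly all actives have a fitted effect of over 30% in size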
#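 HEK-293-SNCA-luc cells (1500/well) plated 24 h, then exposed 24 h to a dilution series; GF-AFC added 30 min at 37C, fluorescence 405/540 nm; normalised to medium-only and DMSO wells, Hill fit.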
# HEK293 tox: kills HEK 293 cells | 94,000 compounds, 6.6% hits | AID 1345083 | Potency, µM (titrated, usually from 115 µM), for inactives: top-dose activity change, negative = cytotoxicity, actives largely listed as inhibitors | HEK 293 viability, ATP luminescence (CellTiter-Glo), 48-72 h; note: potency is the fitted concentration of half-maximal effect; nearly all actives have a fitted effect of over 60% in size
#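 Cells seeded first (HEK 293, 250 cells/well), then compound added by pintool. Incubation ran 48 or 72 hr at 37 degree Celsius. CellTiter-Glo was added and luminescence imaged after 10 min at room temperature.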
# IP6K1 inhibitor: blocks human inositol hexakisphosphate kinase 1. Q92551. IP6K1 kinase, ADP-Glo luminescence, 2 h; stronger effect = lower value. activity change, % (series mostly up to about 58 µM). 140,000 compounds, 0.81% hits. AID 1645851; in the data active = activity change below about -25%
# Target sequence (Q92551 whole entry, looked up): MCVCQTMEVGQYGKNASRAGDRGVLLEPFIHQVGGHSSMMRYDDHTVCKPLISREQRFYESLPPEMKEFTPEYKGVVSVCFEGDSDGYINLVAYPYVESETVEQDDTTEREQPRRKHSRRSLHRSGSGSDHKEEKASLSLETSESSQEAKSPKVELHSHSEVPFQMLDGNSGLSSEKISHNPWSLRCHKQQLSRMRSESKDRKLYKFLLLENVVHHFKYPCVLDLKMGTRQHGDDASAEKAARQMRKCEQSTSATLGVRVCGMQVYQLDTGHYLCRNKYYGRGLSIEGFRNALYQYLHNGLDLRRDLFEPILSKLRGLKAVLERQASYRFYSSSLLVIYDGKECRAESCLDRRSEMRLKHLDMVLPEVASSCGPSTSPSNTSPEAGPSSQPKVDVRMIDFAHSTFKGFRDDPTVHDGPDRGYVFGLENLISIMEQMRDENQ
#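 ADP-Glo luminescence measures ADP made by human IP6K1 during a 2 h RT reaction with ATP/IP6 (mix at 1.3 mM/130 uM); top library doses 57.5 and 19.1 uM final.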
# GPT2 inh: GPT2 alanine aminotransferase inhibition. Q8TD30. 100,000 compounds, 0.25% hits. AID 1671188. Recombinant GPT2, coupled pyruvate oxidase/HRP Amplex Red fluorescence. Potency, µM (top dose mostly 57.7 µM), for inactives: at the highest dose activity change, negative = inhibition, actives largely listed as inhibitors; note: potency is the fitted concentration of half-maximal effect; nearly all actives have a fitted effect of over 60% in size; many of its hits are not listed in these tables
# Target sequence (Q8TD30 whole entry, looked up): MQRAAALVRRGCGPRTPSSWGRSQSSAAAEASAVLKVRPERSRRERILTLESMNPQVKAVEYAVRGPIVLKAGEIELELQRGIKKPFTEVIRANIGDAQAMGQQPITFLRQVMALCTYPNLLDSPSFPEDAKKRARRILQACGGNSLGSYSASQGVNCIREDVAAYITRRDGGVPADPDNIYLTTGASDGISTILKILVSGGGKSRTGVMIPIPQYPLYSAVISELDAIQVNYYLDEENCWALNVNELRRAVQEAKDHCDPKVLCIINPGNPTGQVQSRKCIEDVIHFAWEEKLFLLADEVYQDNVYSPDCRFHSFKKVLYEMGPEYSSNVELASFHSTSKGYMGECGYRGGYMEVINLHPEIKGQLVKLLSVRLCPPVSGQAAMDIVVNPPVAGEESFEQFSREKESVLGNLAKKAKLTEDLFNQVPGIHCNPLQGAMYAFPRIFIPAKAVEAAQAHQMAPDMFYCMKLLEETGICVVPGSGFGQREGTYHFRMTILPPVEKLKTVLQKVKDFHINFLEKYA
#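 Inhibition is scored from Amplex Red fluorescence generated when pyruvate oxidase and HRP act on pyruvate released by GPT2. Reactions contain 10ng/uL enzyme, 250uM a-KG and 2mM L-alanine and run 30 min at room temperature.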
# FLuc inh: inhibitors of firefly (Photinus pyralis) luciferase; P08659; purified P. pyralis luciferase, luminescence, biochemical; Potency, µM (series often up to 115 µM), for the others: at the top dose activity change, negative = inhibition, actives largely listed as inhibitors; 76,000 compounds, 2.5% hits; note: potency is the fitted concentration of half-maximal effect; nearly all actives have a fitted effect of over 65% in size
#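 Purified P. pyralis luciferase (10nM final) in 50mM Tris acetate pH 7.5, 10mM Mg acetate, 0.01% Tween-20, 0.05% BSA with 10uM D-luciferin and 10uM ATP. Compounds titrated qHTS. Luminescence imaged on CCD.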
# Active calls of the source: *; i = inactive; ? = inconclusive; . = not tested or not shown; & = joins results of further samples; [ ] = remark or other dose. Unless noted, calls come from the whole dose curve; as a rule, active = well fitted curve in the direction sought with a large enough effect; inconclusive = small, poorly fitted or top-dose-only effect, or another doubt; inactive = no such curve, though single readings can be large; an effect the other way counts as inactive or inconclusive. Unless noted, % is set by controls: 0 for no effect and ±100 for the full control effect. The list is partial, so the mix of outcomes need not match the whole.
SMILES,SNCA expr inh,NIH3T3 tox,HEK293 viab,HEK293 tox,IP6K1 inhibitor,GPT2 inh,FLuc inh
CN(C)C[C@@H]1CN(Cc2ccccc2)C[C@H]1NC(=O)c1ccco1,6%,3%,-1%,-19%,-7,i,-2%
O=C1CC(c2ccccc2)N(C(=O)CNC(=O)c2ccc(Cn3ccnc3)o2)CCCCCN1 (stereo not given),13%,-4%,0%,-4%,5,1%,-6%
c1ccc(C(CCNc2ncncn2)c2ccco2)cc1 (stereo not given),3%,?,-5%,?,10,-16%[11.5 µM],2%
COc1ncccc1CN1CCC2(CC1)OC(=O)N(Cc1ccccc1C#N)C2(C)c1ccccc1 (stereo not given),-16%,?,-11%,?,-10,i,-8%
CCc1ccc(N2C(=O)CSC23C(=O)N(Cc2cccc(F)c2)c2ccccc23)cc1 (stereo not given),-45%,.,-11%,.,12,.,.
O=C(c1cc(-c2cccc(C(F)(F)F)c2)c2nncn2n1)N1CCC(N2CCCCC2)CC1,27%,-27%,4%,?,1,i,.
COc1cc(OC)c(NC(=O)NCc2ccc3c(c2)CCN3C(=O)c2ccccc2)cc1Cl,25%,.,-1%,.,21,.,.
CCn1nc(CC(C)C)cc1C(=O)NCCS(=O)(=O)c1ccc(F)cc1,6%,-22%,-3%,-26%,1,-7%,9%
COc1ccc(CC(=O)N2CCCN(c3ccc4nnc(C)n4n3)CC2)cc1,.,-18%,.,4%,-9,.,.
COc1ccc2[nH]c(C(=O)N3C[C@@H](Oc4cccnc4)C[C@H]3C(=O)N3CCCC3)cc2c1,33%[activator],-19%,5%,2%,14,-9%,-36%
CN1CC(=O)N(C2CCC2)Cc2c(NC3CCCCC3)ncnc21,40%[activator][87.6 µM],?,6%[87.6 µM],?,1,0%[88.5 µM],1%[172 µM]
CC(C)c1ccc(C(=O)N2C[C@@H](CO)[C@H](c3ccncc3)C2)cc1,-1%,-18%,0%,-19%,-16,i,-12%
CCN1C(=O)CCN(S(=O)(=O)Cc2ccccc2F)CC12CCOCC2,8%,i,-2%,-4%,-7,-4%,3%
CCCCc1cc(C[C@@H]2C[C@H](NC(=O)c3ccco3)C2(C)C)no1,10%[87.6 µM],?,-14%[87.6 µM],?,-8,-2%[88.5 µM],-12%[172 µM]
N#Cc1ccc(CN2CCCOCCNC(=O)CC2)cc1,-1%,-8%,2%,i,-12,i,4%
COc1ccccc1-c1cc2c(nc1-c1ccccc1)nc(C(=O)NC1CCN(C)CC1)n2C,-6%,20µM*,?,35µM*,5,1%,-4%
Cc1ccc(C)c(CN2CCc3nc(N4CCN(C)CC4)[nH]c(=O)c3CC2)c1,1%,i,6%,-1%,5,i,-1%
O=C(CCC1CCCC1)N1CCC2(CC1)CC(N(Cc1ccc(F)cc1)C1CC1)CCO2 (stereo not given),-25%,?,0%,?,-4,i,6%
O=C(Nc1cccc(-c2nnc3n2CCCC3)c1)c1cc(F)ccc1F,-8%,-8%,-14%,0%,-2,-9%,13%
CCOc1ccc(C2NC(=O)N(CC(=O)NCCc3cccs3)C3=C2C(=O)OC3)cc1 (stereo not given),-19%,-15%,10%,?,10,-12%,-3%
Cc1cccc(-c2nc3cc(C)ccc3cc2CN2CCN(CCCO)CC2)c1,-7%,-3%,-10%,i,11,i,4%
O=C([C@@H]1C[C@H](F)CN1S(=O)(=O)c1ccc(Cl)s1)N1CCCCC1,-21%,-24%,-10%,-3%,-3,3%,-7%
CCCN1CCC(N2C[C@@H](CO)[C@H](c3nc(COC)no3)C2)CC1,?,-3%,-29%,-6%,4,0%,1%
O=C(NCCc1ccccc1)C1CCCN(c2nccc(Nc3ccccc3F)n2)C1 (stereo not given),?,22µM*,-13%[12.5 µM],?,9,i,.
C[C@@H](NS(=O)(=O)c1ccccc1)c1onc(-c2ccc(Cl)cc2)c1C(=O)O,4%[87.6 µM],i,3%[87.6 µM],i,9,-9%[88.5 µM],-2%[172 µM]

# Gathered by group: the entries above containing sulfur
SMILES,SNCA expr inh,NIH3T3 tox,HEK293 viab,HEK293 tox,IP6K1 inhibitor,GPT2 inh,FLuc inh
CCc1ccc(N2C(=O)CSC23C(=O)N(Cc2cccc(F)c2)c2ccccc23)cc1 (stereo not given),-45%,.,-11%,.,12,.,.
CCn1nc(CC(C)C)cc1C(=O)NCCS(=O)(=O)c1ccc(F)cc1,6%,-22%,-3%,-26%,1,-7%,9%
CCN1C(=O)CCN(S(=O)(=O)Cc2ccccc2F)CC12CCOCC2,8%,i,-2%,-4%,-7,-4%,3%
CCOc1ccc(C2NC(=O)N(CC(=O)NCCc3cccs3)C3=C2C(=O)OC3)cc1 (stereo not given),-19%,-15%,10%,?,10,-12%,-3%
O=C([C@@H]1C[C@H](F)CN1S(=O)(=O)c1ccc(Cl)s1)N1CCCCC1,-21%,-24%,-10%,-3%,-3,3%,-7%
C[C@@H](NS(=O)(=O)c1ccccc1)c1onc(-c2ccc(Cl)cc2)c1C(=O)O,4%[87.6 µM],i,3%[87.6 µM],i,9,-9%[88.5 µM],-2%[172 µM]

# Later entries
SMILES,SNCA expr inh,NIH3T3 tox,HEK293 viab,HEK293 tox,IP6K1 inhibitor,GPT2 inh,FLuc inh
CC(C)N1C[C@H](O)C[C@H]1c1nnc2n1CCN(C(=O)c1cccnc1)CC2,11%,i,1%,i,-4,i,1%
CC(=O)N1CCN(c2ncnc3c2CN(c2ccccc2C)C(=O)CN3C)CC1,18%,-20%,-5%,-9%,4,1%,1%
Cc1ccc(CN2CC3(COCC2=O)CN(c2cnccn2)C3)cc1C,8%[87.6 µM],-13%[138 µM],4%[87.6 µM],?,12,3%[88.5 µM],0%[172 µM]
CCCc1noc(-c2cn(C3CCN(C(=O)c4ccc(OC)c(OC)c4)CC3)nn2)n1,3%,-14%,12%,?,0,5%,2%
CN1CCN(Cc2nc(C3(O)CCN(C(=O)CC(C)(C)C)CC3)cs2)CC1,-1%[87.6 µM],-18%[174 µM],1%[87.6 µM],i,4,2%[88.5 µM],1%[172 µM]
COC[C@@H]1CN(C(=O)Cc2ccccc2Cl)C[C@H]1C(N)=O,17%,4%,0%,-2%,8,i,-6%
CC(=O)c1ccc(NC(=O)O[C@@H]2CO[C@H]3[C@@H]2OC[C@@H]3NC(=O)NCc2ccccc2)cc1,-1%,-12%,5%,-17%,9,4%,7%
N#Cc1ccc(C(=O)Nc2ccc3ncnc(N4CCCCC4)c3c2)cc1,12%,?,-26%,?,0,-9%,-11%
COCCNC(=O)c1cc(Br)cn2ccnc12,21%&-21%[87.6 µM],-13%[138 µM],5%&-10%[87.6 µM],3%&-16%[172 µM],-5&-14,i,1%&4%[172 µM]
O=C1CC(c2ccccc2)N(Cc2ccncc2)CCCN(C(=O)C2CCCCC2)CCN1 (stereo not given),-21%,-18%,2%,-30%,25,i,5%
CCc1cccc(N2C(=O)CSC23C(=O)Nc2ccccc23)c1 (stereo not given),?,.,-9%,.,10,.,.
CCn1cc(C(=O)N(C)c2cc(C)ccc2C)c2cc(OC)c(OC)cc2c1=O,18%,.,5%,.,-12,.,.
CCCOc1ccc(NC(=O)C(=O)NCCCN2CCOCC2)cc1,?,.,-8%,.,1,.,.
CSCCC(NS(=O)(=O)c1ccc2c(c1)oc(=O)n2C)C(=O)N1CCN(c2ccc(F)cc2)CC1 (stereo not given),13%,.,-1%,.,14,.,.
CCOC(=O)N1CCC(NC(=O)c2cnn(-c3ccccc3)c2C2CCN(C(=O)OC(C)(C)C)CC2)CC1,?,.,4%,.,-8,.,.
CC(=O)c1ccc(NC(=O)Cn2ccn3nc(-c4ccc(F)cc4)c(CO)c3c2=O)cc1,?,i,5%,9%,8,-15%,-10%
CCOc1ccc(N(C)S(=O)(=O)c2ccc3c(c2)C(C)(C)C(=O)N3C)cc1,48%[activator],.,12%,.,-8,.,.
Cc1ccc(-c2noc([C@@H]3C[C@@H](O)CN3Cc3ccc(C(=O)O)cc3)n2)cc1F,31%[activator][87.6 µM],1%[138 µM],5%[87.6 µM],-11%[172 µM],9,3%[88.5 µM],50µM*
CN(C)c1ccc(C(CNC(=O)c2ccc(C(C)(C)C)cc2)N2CCOCC2)cc1 (stereo not given),18%,.,-6%,.,-7,.,.
CCOc1ccc(NC(=O)Cn2nnc(C(=O)Nc3ccc(OCC)cc3)c2N)cc1,3%,.,3%,.,-6,.,.
CCOc1cc(=O)n2c(c1C(=O)NCCc1ccc(OC)c(OC)c1)CCCC2,2%,-3%,0%,5%,-6,i,-2%
CC(=O)N1CCC(N[C@H]2CC(C)(C)[C@@H]3C[C@@](C)(O)CC[C@]23CCC(=O)NCCN2CCOCC2)CC1,-18%,-5%,7%,2%,-1,i,2%
COc1ccccc1NC(=O)CCCOc1cc(=O)n(C)c2ccccc12,?,.,-3%,.,-16,.,.
CCc1nn2c(=O)cc(COC(=O)C(c3ccccc3)c3ccccc3)nc2s1,0%,.,-9%,.,11,.,.
COC(=O)c1c(NC(C)=O)c2cc(NC(C)CC(C)(C)O)cnc2n1CCC(C)C (stereo not given),13%,-7%,?,5%,0,2%,6%

# The results go on.
SMILES,SNCA expr inh,NIH3T3 tox,HEK293 viab,HEK293 tox,IP6K1 inhibitor,GPT2 inh,FLuc inh
COC[C@@H]1CN(Cc2c(F)cccc2F)C[C@H]1C(=O)NC1CC1,11%,3%,-6%,-12%,9,i,-2%
CC(C)N1CC(C(=O)NCCc2cccc(F)c2)NC1=O (stereo not given),7%[87.6 µM],?,3%[12.5 µM],?,-1,4%[88.5 µM],.
O=C(NCCn1cc(-c2cncnc2)nn1)c1ccc(F)cc1,-2%,2%,9%,-13%,-4,i,-5%
COc1cccc(-n2cc(CN(C)Cc3cn(-c4ccccc4)nn3)cn2)c1,-30%,?,-26%,32µM*,0,-6%,-11%
Cc1nc(-c2ccc(F)cc2)n(Cc2ccc(F)cc2F)c(=O)c1CCO,-4%,?,-1%,?,-3,i,3%
CC(C)c1ccc2c(c1)-c1ccccc1S(=O)(=O)N2CC(=O)N1CCCCC1,124%[activator],.,?,.,-5,.,.
CSc1ccc(CNC(=O)C2CCN(c3cc(C(F)(F)F)ncn3)CC2)cc1,?,?,11%,?,-8,4%,2%
COc1cccc([C@@H]2CN(C(=O)Cc3ccc(F)cc3)C[C@H]2C(=O)O)c1OC,-6%,i,1%,i,11,-12%[11.5 µM],5%
c1cc2c(cc1OC1CN(CC3CC3)C1)OCO2,58%[activator][87.6 µM],-25%[138 µM],7%[87.6 µM],-26%[172 µM],-4,i,.
CC(=O)Nc1ccc(C(=O)N2CCN(c3cccc(C=O)c3)C(=O)C2)cc1,23%,i,-1%,i,20,i,.
O=C(c1cccc(F)c1)N1CCC2(CC1)CC(N(Cc1ccc(F)cc1)C1CC1)CCO2 (stereo not given),22%,?,0%,?,-8,5%,9%
CC(=O)Nc1cccc(-c2ccc3ncn(-c4cccnc4)c(=O)c3n2)c1,11%[87.6 µM],?,7%[87.6 µM],-23%[172 µM],-12,-2%[88.5 µM],-23%[172 µM]
